# Source: PubChem (National Center for Advancing Translational Sciences (NCATS))
# FUS yeast rescue: suppressors of FUS proteinopathy in yeast; actives 0.24% (n = 390,000); S. cerevisiae FUS-expressing, growth rescue, OD600, 24 h; AID 1347120; Potency, µM (doses to about 76.6 µM), inactives show at the top dose growth rescue (activation), most hits filed as activators;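 note: plate controls were DMSO vehicle for no effect and reference control for full effect; nearly all actives have a fitted effect of over 55% in size; some results filed as inactive show a strong effect at the top dose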
#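 Restored growth of FUS-toxic S. cerevisiae, read as 600 nm absorbance after 24 h at 30C in galactose medium (starting OD 0.005). Controls CP55940 and DMSO.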
# PTHR1 agonist: activates the human parathyroid hormone receptor PTHR1 | HEK293 GP2 PTHR1 cells, GloSensor cAMP luminescence, 1 h | Potency, µM (titrated, usually from 115 µM), inactives show at the highest dose activation, actives largely listed as activators | actives 0.075% (n = 410,000); note: nearly all actives have a fitted effect of over 55% in size; some results filed as inactive show a strong effect at the top dose; inactives centre near -15; many of its hits are not listed in these tables
# Target sequence (Q03431 whole entry, looked up): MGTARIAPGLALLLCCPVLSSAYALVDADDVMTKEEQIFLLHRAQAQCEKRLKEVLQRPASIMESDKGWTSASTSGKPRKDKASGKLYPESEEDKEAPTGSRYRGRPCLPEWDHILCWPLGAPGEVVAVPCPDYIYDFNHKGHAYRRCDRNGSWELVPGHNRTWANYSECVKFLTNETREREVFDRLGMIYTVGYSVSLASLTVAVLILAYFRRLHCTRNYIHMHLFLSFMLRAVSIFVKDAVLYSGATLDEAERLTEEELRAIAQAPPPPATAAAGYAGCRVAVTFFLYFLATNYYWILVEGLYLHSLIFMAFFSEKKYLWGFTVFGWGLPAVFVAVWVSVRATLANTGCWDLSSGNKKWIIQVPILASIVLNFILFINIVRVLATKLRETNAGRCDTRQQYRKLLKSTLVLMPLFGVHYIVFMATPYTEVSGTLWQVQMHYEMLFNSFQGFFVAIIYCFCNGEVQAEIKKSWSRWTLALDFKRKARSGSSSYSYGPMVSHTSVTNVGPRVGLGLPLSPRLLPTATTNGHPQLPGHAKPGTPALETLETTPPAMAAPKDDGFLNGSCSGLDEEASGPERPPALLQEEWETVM
#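 HEK-293-derived GP2 cells expressing PTHR1 and a GloSensor cAMP reporter, 3,000/well, plated overnight, given luciferin plus IBMX (each 0.5 mM as added) for 1 h at 37 °C, then compound for 1 h at 37 °C. Luminescence was read after 15 min at room temperature.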
# TDP43 rescue: TDP-43 toxicity inhibition in yeast | Potency, µM (doses to about 46.1 µM), for the others: top-dose growth rescue (activation), actives largely listed as activators | actives 1.8% (n = 410,000) | AID 652104 | TDP-43 expressing yeast growth rescue, BacTiter-Glo, 24 h; note: % of control where 0% means no effect; nearly all actives have a fitted effect of over 50% in size
#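 Galactose-induced TDP-43 yeast, OD600=0.02, compound pinned; 24 hr, 30 deg C; BacTiter-Glo luminescence for growth. Inhibitors of TDP-43 toxicity read as activators.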
# Active calls of the source: *; i = inactive; ? = inconclusive; [ ] = dose if it differs, or a comment. Calls come from the whole dose curve; as a rule, active = well fitted curve in the direction sought with a large enough effect; inconclusive = small, poorly fitted or top-dose-only effect, or another doubt; inactive = no such curve, though single readings can be large; an effect the other way counts as inactive or inconclusive. Potency is the fitted concentration of half-maximal effect. Some of the compounds tested; rates above refer to the full screens.
SMILES,FUS yeast rescue,PTHR1 agonist,TDP43 rescue
COc1cc2[nH]c(=O)n(Cc3ccc(C(=O)N4CCN(c5cccc(C)c5C)CC4)cc3)c(=O)c2cc1OC,6%,?,-22%
O=C(c1ccccc1)c1ccc2nc(N3CCN(c4ccccc4)CC3)c3nncn3c2c1,16%,-10%,?
Cc1ccc(Cl)cc1N1CCN(CCCNC(=O)c2ccc3nc(N4CCCCC4)sc3c2)CC1,11%,-9%,22%
CC(=O)Nc1cc(C(=O)NCc2ccc(F)cc2)ccc1Sc1ccc(C)cc1,?,-7%,?
COc1ccc(OC)c(CCNC(=O)c2cnn(-c3ccccc3)c2-n2cccc2)c1,36%,-50%[inhibitor],?
Nc1c(C(=O)c2ccccc2)sc(Nc2ccc(Cl)c(Cl)c2)c1C(=O)Nc1ccccc1,11%,-46%[inhibitor],20%
COc1ccc(C(=O)NCC(c2ccc(N(C)C)cc2)N2CCc3ccccc32)cc1 (stereo not drawn),3%,19%,4%
Cc1cc(C)c(OCC(=O)N(Cc2ccc(N(C)C)cc2)CC2CCCO2)c(C)c1 (stereo not drawn),16%,-35%[inhibitor],-15%
COc1ccc(-c2nc3scc(CCNS(=O)(=O)c4c(C)noc4C)n3n2)cc1,19%,-1%,7%
Cc1ccc(S(=O)(=O)N2CCCc3cc(NC(=O)c4ccc(Cl)cc4)ccc32)cc1,-9%,-21%,0%[9.22 µM]
O=c1c2ccccc2n(Cc2ccccc2F)c(=O)n1-c1cccc(F)c1,8%,6%,12%
CC(=O)Nc1ccc(-n2c(CCC(=O)O)ccc2-c2ccc(C)cc2)cc1,?,-41%,24%
COc1cccc(Nc2sc(C(=O)c3ccc(Cl)cc3)c(N)c2C(=O)NCc2ccc(C)cc2)c1,30%,-23%,21%
CCCOc1ccc(-c2cccc(NS(=O)(=O)c3ccc(CC)cc3)c2)nn1,?,-20%,25%
COCCNC(=O)c1ccc2c(c1)NC(=O)C(CS(=O)(=O)Cc1ccc(F)cc1Cl)N2 (stereo not drawn),15%,?,-5%
COc1ccc(Cn2ccc3nc(C)c(C(=O)N4CCN(c5cc(C)ccc5C)CC4)cc3c2=O)cc1,?,-19%,-10%
O=C(CCC1N=C2c3ccccc3N=C(SCc3ccccc3F)N2C1=O)NCCc1ccccc1 (stereo not drawn),-11%,i,?
CCCC1=Nc2cc(C(=O)NCCc3ccc(OCC)cc3)ccc2Sc2ccccc21,?,-60%,28%
Cc1ccc(-c2nc(CS(=O)(=O)CC(=O)N3CCN(c4cccc(C)c4C)CC3)c(C)o2)cc1,-21%,i,6%
CCOC(=O)N1CCC(NC(=O)c2ccc3c(c2)N(Cc2ccccc2)C(=O)c2ccccc2S3(=O)=O)CC1,?,i,23%
CN(C)c1ccc(-n2c(CCC(=O)O)ccc2-c2ccccc2)cc1,21%,i,17%
Cc1ccc(C)c(N2CCN(C(=O)CCn3c(=O)c4cccn4c4cccnc43)CC2)c1,-14%,-20%,?
COc1ccc(Cl)cc1NC(=O)Nc1c[nH]c(=O)[nH]c1=O,-30%,i,0%
CCc1ccccc1NC(=O)C(=O)c1cc(C)n(-c2ccccc2F)c1C,8%,-20%,-11%
Cn1c(=O)oc2cc(S(=O)(=O)N3CCCC(C(=O)NCc4ccccc4Cl)C3)ccc21 (stereo not drawn),-15%,-16%,21%
COC(=O)c1c(SCC(=O)Nc2cccc(Cl)c2C)[nH]c2ccccc2c1=O,-9%,i,3%
COC(=O)c1cc(OC)c(OC)cc1NC(=O)c1ccc2c(c1)CCN2S(C)(=O)=O,9%,-14%,15%
CC(=O)Nc1ccc(NC(=O)C2CCN(c3c(NC(C)=O)c(C)nn3-c3ccccc3)CC2)cc1,-2%,-12%,21%
COc1cc(NC(=O)CN(C)S(=O)(=O)c2ccc3[nH]c4c(c3c2)CCCC4)cc(OC)c1OC,2%,-29%,15%
COc1ccc(-c2cn3c(n2)sc2cc(C(=O)NCC(C)c4ccccc4)ccc23)cc1 (stereo not drawn),15%,i,?
Cc1nn(S(=O)(=O)c2ccc(F)cc2)c(C)c1S(=O)(=O)N1CCCCCC1,0%,-1%,27%
O=C(CSc1nc2ccccc2nc1Cc1ccccc1)N1CCCCC1,45%,-21%,?
CCOC(=O)c1c(C)[nH]c(C)c1S(=O)(=O)N1CCC(C(=O)NCc2ccc(F)cc2)CC1,32%,20%,10%
CCC1CCCCN1S(=O)(=O)c1ccc(N2CCCCS2(=O)=O)cc1 (stereo not drawn),1%,i,25%[9.22 µM]
O=C(CC(=O)Nc1ccccc1F)Nc1ccc2nc3n(c(=O)c2c1)CCCCC3,28%,i,13%
O=C(Nc1ccccc1C(=O)OCc1cc(=O)n2nc(C3CC3)sc2n1)c1ccc(Cl)cc1,25%,i,6%
CCCN(C(=O)c1cc2c(=O)oc3ccc(C)cc3c2s1)c1ccc(OCC)cc1,-26%,-53%[inhibitor],9%
CC(=O)c1ccc(NC(=O)C2CCN(S(=O)(=O)c3ccc4c(c3)CCCN4C(=O)C3CCC3)CC2)cc1,-12%,i,14%
O=C(Cn1cc(S(=O)(=O)Cc2ccccc2F)c2ccccc21)NCc1ccccc1,14%,-8%,30%
CCOc1ccc(NC(=O)C2CCN(S(=O)(=O)c3c(C)noc3/C=C/c3c(C)cc(C)cc3C)CC2)cc1,-9%,-16%,23%

# Taken from the results shown (6 entries):
SMILES,FUS yeast rescue,PTHR1 agonist,TDP43 rescue
O=C(CC(=O)Nc1ccccc1F)Nc1ccc2nc3n(c(=O)c2c1)CCCCC3,28%,i,13%
O=C(Nc1ccccc1C(=O)OCc1cc(=O)n2nc(C3CC3)sc2n1)c1ccc(Cl)cc1,25%,i,6%
CCCN(C(=O)c1cc2c(=O)oc3ccc(C)cc3c2s1)c1ccc(OCC)cc1,-26%,-53%[inhibitor],9%
CC(=O)c1ccc(NC(=O)C2CCN(S(=O)(=O)c3ccc4c(c3)CCCN4C(=O)C3CCC3)CC2)cc1,-12%,i,14%
O=C(Cn1cc(S(=O)(=O)Cc2ccccc2F)c2ccccc21)NCc1ccccc1,14%,-8%,30%
CCOc1ccc(NC(=O)C2CCN(S(=O)(=O)c3c(C)noc3/C=C/c3c(C)cc(C)cc3C)CC2)cc1,-9%,-16%,23%

# Next section.
SMILES,FUS yeast rescue,PTHR1 agonist,TDP43 rescue
CCOC(=O)c1noc2nc(C)n(Cc3ccc([N+](=O)[O-])cc3)c(=O)c12,-6%,-19%,16%
Cc1oc(-c2cccc(Cl)c2)nc1CSCC(=O)NCc1ccccc1Cl,35%,-18%,22µM*
CCOC(=O)c1cc(-c2ccc(OC)cc2)n(CCC(=O)NCCc2ccccc2)c1C,?,i,32µM*
Cc1nc(-c2ccccc2)sc1-c1ccc(SCC(=O)NCc2ccc(F)cc2)nn1,-11%,-15%,19%
O=C(O)CCn1cnc2onc(-c3ccccc3Cl)c2c1=O,-17%,?,1%
COc1cc(C2NC(=O)c3c(sc4c3CCN(C)C4)N2)ccc1OC(=O)c1ccccc1 (stereo not drawn),28%,-19%,13%
O=C(NCCc1ccc(Cl)cc1)c1ccc2c(c1)nc1n2CCOC1,5%,-23%,14%
Cc1ccc(NC(=O)CC2Oc3ccccc3NC2=O)cc1C (stereo not drawn),30%,-16%,8%
Cc1ccccc1NC(=O)C(=O)NCC1(c2ccccc2)CCCC1,-6%,-28%,-1%
Cc1ccc(-c2c3c(=O)n(C)c(=O)n(C)c3c3cnc4ccccc4n23)cc1,-9%,2%,-27%
Oc1c(C(c2ccccc2)N2CCC(O)CC2)sc2nc(-c3ccco3)nn12 (stereo not drawn),3%,-15%,?
Cc1ccccc1NC(=O)c1c(NC(=O)C(C)Oc2cccc(Cl)c2)sc2c1CCCC2 (stereo not drawn),-3%,-8%,21%
COCc1cc(C)nc2c1C(=O)NC(c1ccc(C)cc1)N2Cc1ccccc1 (stereo not drawn),-7%,i,20%[9.22 µM]
O=C(NC1CC(=O)N(c2ccc(Cl)cc2)C1)C1CCCC1 (stereo not drawn),6%,-38%[inhibitor],14%
CCSc1nn(CC(=O)Nc2cccc(CC)c2)c(N)c1S(=O)(=O)c1ccccc1,10%,-77%[inhibitor],9%
CN1CCc2nc3sc(C(=O)Nc4cccc(C#N)c4)c(N)c3cc2C1,?,i,18µM*
Cc1cc(NC(=O)N2CCC(CN3CCCCCC3)CC2)ccc1Br,11%,i,10%
COC(=O)c1sc(-c2ccccc2)cc1NC(=O)Nc1ccccc1Cl,2%,-26%,9%
CCc1ccccc1N1C(=O)N(Cc2cccc(Cl)c2)c2ccccc2S1(=O)=O,?,i,16%
CCc1c(-c2ccccc2)nc2ccccc2c1C(=O)NCCc1ccccc1,43%,-23%,33%
CCOc1ccc(-c2nc3c(c(SCC(=O)N4CCCCC4)n2)Cc2cc(C)ccc2O3)cc1,-16%,-13%,?
CCc1cccc(C)c1NS(=O)(=O)c1c(C(=O)N2CCCCCC2)c(C)n(C)c1C,?,i,17%
COc1cccc(CNC(=O)CCCn2nc(C)c3sc4ccccc4c3c2=O)c1,-6%,-17%,19%
COc1ccc(S(=O)(=O)NCCc2csc3nc(-c4ccc(OC)c(OC)c4)nn23)cc1C,39%,-3%,14%
CC(=O)N1CCc2cc(S(=O)(=O)NC(Cc3ccccc3)C(=O)Nc3ccc(Cl)cc3)ccc21 (stereo not drawn),39%,i,16%
CCCn1c2ccccc2c2cnn(CC(=O)NCCc3ccc(S(N)(=O)=O)cc3)c(=O)c21,37%,i,-8%
CNc1oc(-c2ccc(COc3ccc(C)cc3)o2)nc1C#N,-6%,i,11%
COc1ccc(CNC(=O)CN2N=C(c3ccc(Cl)cc3)CCC2=O)cc1,31%,-22%,24%
COCCn1ccc2c(OCC(=O)NCc3ccc(F)cc3)cccc2c1=O,19%,i,16%
COc1ccc2nc(NC(=O)c3nc(SCc4cccc(C)c4)ncc3Cl)sc2c1,-1%,-8%,24%
CCOC(=O)c1ccc(NC(=O)CSc2ccc(-c3sc(C)nc3C)nn2)cc1,-3%,-3%,?
CCc1cccc(-n2c(C)nc3c(cnn3-c3ccc(Cl)cc3)c2=O)c1,13%,-24%,?
O=C(NCCC1=CCCCC1)c1ccc2c(c1)sc1nc(-c3ccc(F)cc3)cn12,-1%,i,2%
O=C(CSc1n[nH]c(-c2ccccc2)n1)N1CCN(c2ccc(F)cc2)CC1,-12%,i,21%
COC(=O)c1sc2cccc(F)c2c1S(=O)(=O)NC(C)c1ccccc1 (stereo not drawn),3%,i,?
Cc1ccc(/C=C/c2onc(C)c2S(=O)(=O)N2CCC(C(=O)N3CCN(c4ccccc4F)CC3)CC2)cc1,13%,-12%,-12%
CCOc1ccc(CNC(=O)c2ccc(CS(=O)c3ccccc3)o2)cc1 (stereo not drawn),-10%,i,14%
Cc1ccc(/C=C/c2onc(C)c2S(=O)(=O)N2CCC(C(=O)N3CCN(c4cccc(C)c4)C(C)C3)CC2)cc1 (stereo not drawn),5%,-5%,5%
O=C(/C=C/c1ccccc1)N1CCN(Cc2cc(=O)n3nc(-c4ccccc4Cl)sc3n2)CC1,14%,-42%,18%
CC(C)(C)C(=O)Nc1ccccc1C(=O)OCc1cc(=O)n2ccsc2n1,-21%,i,2%
CCOc1ccc(-n2cc(-c3ccccc3)c3c(Nc4cccc(F)c4)ncnc32)cc1,18%,-23%,12%
Cc1cccc(CN2CCN(CC(=O)NCCc3ccc(Cl)cc3)C2=O)c1,6%,-13%,0%
O=C(Nc1ccc(OC(F)(F)F)cc1)c1cc(-c2ccc(Cl)cc2)on1,5%,i,-3%
CC(C)(C)c1ccc(C(=O)NNc2ncnc3c2cnn3-c2ccc(Cl)cc2)cc1,-28%,i,19%
Cc1ccc2nc(COc3cccc(NC(=O)c4cccc(Cl)c4)c3)cc(=O)n2c1,5%,i,10%
COC(=O)c1sccc1S(=O)(=O)N(CC(=O)NCc1ccc(F)cc1)c1ccccc1,4%,i,-2%
CCCCN(CC)CCNC(=O)C1CCN(c2nnc(C)c3c(C)n(-c4ccc(C)cc4)nc23)CC1,29%,-19%,6%
Cc1oc2ccc(O)c(CN3CCN(C)CC3)c2c1C(=O)Nc1cccc(Cl)c1C,-6%,i,22%
Cc1c(C(=O)NCc2ccc(Cl)cc2)sc2nc3n(c(=O)c12)CCCC3,45%,i,?

# Three compounds out of the list, sorted by SMILES length, ascending.
SMILES,FUS yeast rescue,PTHR1 agonist,TDP43 rescue
O=C(CSc1n[nH]c(-c2ccccc2)n1)N1CCN(c2ccc(F)cc2)CC1,-12%,i,21%
O=C(NCCC1=CCCCC1)c1ccc2c(c1)sc1nc(-c3ccc(F)cc3)cn12,-1%,i,2%
Cc1ccc(-c2nc(CS(=O)(=O)CC(=O)N3CCN(c4cccc(C)c4C)CC3)c(C)o2)cc1,-21%,i,6%
